# HP1b binding inh – inhibitors of HP1-beta chromodomain binding to methylated histone tails; AlphaScreen HP1-beta / biotin-H3K9me3 peptide binding; Potency, µM (series often up to 114 µM), inactives show at the highest dose activity change, negative = inhibition, actives largely listed as inhibitors; 390,000 compounds, 0.56% hits; also: potency is read from the fitted curve at half-maximal effect; nearly all actives have a fitted effect of over 70% in size; inactives centre near 23
#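 AlphaScreen: HP1-beta (50 nM) preformed 30 min with biotin-H3(1-18)K9me3 peptide (50 nM) in PBS pH 7.4, 0.01% Tween-20. Compound added for 30 min at RT, then streptavidin donor/nickel chelate acceptor beads (10 ug/mL) for 30 min.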
# ERG Ets-DNA blk – ERG Ets/DNA interaction inhibition; AID 624246; Potency, µM (series often up to 76.9 µM), inactives show at the highest dose FP activity, negative = inhibition, usual class: inhibitors; fluorescence polarization, His-ERG Ets domain / labelled DNA; P11308; 370,000 compounds, 0.028% hits; active = well fitted inhibition curve with a large enough effect in the polarisation, with a control signal flat; inconclusive = small, poorly fitted or top-dose-only effect, or effect the other way, or a change in a side signal; inactive = no such curve, though single readings can be large or run the other way; the % refers to the polarisation;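 also: polarization taken with two DNA probes labelled with fluorescein and Texas red; potency is read from the fitted curve at half-maximal effect; % of control where 0% means no effect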
#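 His-tagged ERG Ets domain (1 uM in the protein solution; 300mM KCl, 50mM Tris-HCl, 1mM EDTA, 1mM DTT, pH 7.5) received compound, then a probe mix of 5 nM fluorescein-DNA and 100nM Texas-615-DNA. Fluorescence polarization was read for both dyes.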
# JMJD2A Tudor – blocks the human JMJD2A Tudor domain. O75164. AlphaScreen JMJD2A-Tudor / H3K4me3 peptide binding. Potency, µM (highest dose often 114 µM), without a hit: at the top dose activity change, negative = inhibition, usual class: inhibitors. 390,000 compounds, 4.4% hits. AID 504339; also: potency is read from the fitted curve at half-maximal effect; % is scaled to controls: 0 for no effect and ±100 for the full control effect; nearly all actives have a fitted effect of over 50% in size
# BAZ2B block – inhibitors of human BAZ2B bromodomain | 360,000 compounds, 4.4% hits | AlphaScreen BAZ2B-H3K14Ac peptide displacement | Q9UIF8 | Potency, µM (titrated, usually from 114 µM), inactives show at the highest dose activity change, negative = inhibition, actives largely listed as inhibitors; also: potency is read from the fitted curve at half-maximal effect; % is scaled to controls: 0 for no effect and ±100 for the full control effect; nearly all actives have a fitted effect of over 60% in size
# Target sequence (Q9UIF8 whole entry, looked up): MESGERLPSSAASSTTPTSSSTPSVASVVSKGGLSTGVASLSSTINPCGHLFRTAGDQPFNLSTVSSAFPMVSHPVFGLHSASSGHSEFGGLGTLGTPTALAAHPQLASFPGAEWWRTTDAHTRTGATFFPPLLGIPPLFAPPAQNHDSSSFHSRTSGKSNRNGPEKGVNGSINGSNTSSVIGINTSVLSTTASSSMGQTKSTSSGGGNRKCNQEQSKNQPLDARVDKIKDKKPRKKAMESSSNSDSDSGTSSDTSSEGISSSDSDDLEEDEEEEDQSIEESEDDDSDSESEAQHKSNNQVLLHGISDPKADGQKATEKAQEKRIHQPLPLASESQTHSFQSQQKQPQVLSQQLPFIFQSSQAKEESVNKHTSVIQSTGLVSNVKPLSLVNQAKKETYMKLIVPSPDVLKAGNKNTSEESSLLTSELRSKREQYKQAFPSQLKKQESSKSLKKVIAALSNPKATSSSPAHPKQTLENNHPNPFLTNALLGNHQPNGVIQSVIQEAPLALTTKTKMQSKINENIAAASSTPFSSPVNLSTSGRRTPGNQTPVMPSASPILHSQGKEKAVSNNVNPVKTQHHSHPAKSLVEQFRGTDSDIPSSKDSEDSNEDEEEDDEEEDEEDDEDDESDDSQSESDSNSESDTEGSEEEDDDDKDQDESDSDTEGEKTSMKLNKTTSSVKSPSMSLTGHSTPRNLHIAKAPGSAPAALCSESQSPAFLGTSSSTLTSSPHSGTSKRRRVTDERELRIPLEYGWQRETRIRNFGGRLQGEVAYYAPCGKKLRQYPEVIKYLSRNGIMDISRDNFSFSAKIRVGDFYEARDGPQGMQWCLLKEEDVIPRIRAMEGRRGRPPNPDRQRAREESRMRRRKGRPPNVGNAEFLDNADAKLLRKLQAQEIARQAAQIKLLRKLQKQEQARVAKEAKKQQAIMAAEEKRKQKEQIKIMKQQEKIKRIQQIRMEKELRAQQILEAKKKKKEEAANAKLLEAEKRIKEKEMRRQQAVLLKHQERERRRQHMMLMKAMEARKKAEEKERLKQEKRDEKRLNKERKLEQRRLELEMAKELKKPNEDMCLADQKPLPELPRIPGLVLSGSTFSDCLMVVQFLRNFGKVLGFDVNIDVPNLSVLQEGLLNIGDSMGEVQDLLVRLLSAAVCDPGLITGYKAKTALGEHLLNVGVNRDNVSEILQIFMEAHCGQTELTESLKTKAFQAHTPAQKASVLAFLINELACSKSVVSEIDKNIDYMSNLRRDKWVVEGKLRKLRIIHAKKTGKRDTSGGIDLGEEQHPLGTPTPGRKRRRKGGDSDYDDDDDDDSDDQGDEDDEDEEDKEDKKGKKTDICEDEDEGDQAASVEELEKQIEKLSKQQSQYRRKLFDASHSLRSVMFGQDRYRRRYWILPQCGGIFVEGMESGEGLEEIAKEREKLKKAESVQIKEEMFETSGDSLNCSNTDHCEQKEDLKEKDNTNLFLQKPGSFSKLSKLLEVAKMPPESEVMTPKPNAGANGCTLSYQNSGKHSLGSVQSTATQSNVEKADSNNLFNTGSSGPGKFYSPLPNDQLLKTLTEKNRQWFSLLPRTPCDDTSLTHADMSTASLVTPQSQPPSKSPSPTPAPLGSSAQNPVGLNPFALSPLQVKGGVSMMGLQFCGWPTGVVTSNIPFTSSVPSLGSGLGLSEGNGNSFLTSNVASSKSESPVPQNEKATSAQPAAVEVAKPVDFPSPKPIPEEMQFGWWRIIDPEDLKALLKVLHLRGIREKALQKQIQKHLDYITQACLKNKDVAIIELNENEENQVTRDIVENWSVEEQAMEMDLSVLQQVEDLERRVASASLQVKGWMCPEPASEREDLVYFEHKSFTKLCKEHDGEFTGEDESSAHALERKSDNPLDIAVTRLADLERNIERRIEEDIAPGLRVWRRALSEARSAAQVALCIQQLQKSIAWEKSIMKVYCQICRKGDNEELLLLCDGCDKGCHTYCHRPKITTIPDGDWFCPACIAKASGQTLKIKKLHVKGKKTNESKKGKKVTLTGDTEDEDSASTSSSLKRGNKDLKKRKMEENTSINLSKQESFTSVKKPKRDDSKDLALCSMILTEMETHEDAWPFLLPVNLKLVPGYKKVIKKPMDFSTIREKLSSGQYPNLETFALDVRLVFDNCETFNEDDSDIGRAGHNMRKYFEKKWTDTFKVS
#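 In this displacement format the biotinylated H3(5-23) peptide acetylated at Lys14 serves as ligand at 50 nM, with BAZ2B at 50 nM in PBS pH 7.4 containing 0.01% Tween-20. Donor and acceptor beads are 10 ug/mL final.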
# PI4K2A block – blocks human PI4K2A kinase activity | Q9BTU6 | purified PI4K2A, ADP-Glo luminescence, 1 h; hits give low values | activity change, negative = inhibition, % at 76.9 µM | 420,000 compounds, 0.13% hits; in the data active = activity change below about -50%; inconclusive = mostly about -30% to -49%;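 also: -100% = wells without enzyme as full effect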
#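 ADP-Glo luminescence measured ADP generated by PI4K2A enzyme (4 ug/mL before mixing) with 1.2 mM PI substrate (pre-mix) and 300 microM ATP (pre-mix). Tris pH7.5 buffer with MgCl2, Triton X-100; 1 h reaction at ambient temperature.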
# 12-LOX inh – ALOX12 (human) lipoxygenase inhibition; Potency, µM (titrated, usually from 108 µM), inactives show at the top dose activity change, negative = inhibition, hits mostly inhibitors; purified 12hLO, xylenol orange hydroperoxide absorbance; AID 1671190; 580,000 compounds, 1.1% hits; also: potency is read from the fitted curve at half-maximal effect; % is scaled to controls: 0 for no effect and ±100 for the full control effect
#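 Hydroperoxide product was detected by ferrous iron/xylenol orange as the 573 to 405 nm absorbance ratio. Arachidonic acid at 40 uM (final) was turned over for 30 min at room temperature by 150 nM human 12hLO, pH 7.0 Hepes buffer, after 15 min compound preincubation.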
# GLS inhibitor – blocks human kidney-isoform glutaminase activity. GLS enzymatic activity, qHTS titration. Potency, µM (series often up to 45.5 µM), without a hit: at the highest dose activity change, negative = inhibition, usual class: inhibitors. 410,000 compounds, 0.21% hits; also: potency is read from the fitted curve at half-maximal effect; % is scaled to controls: 0 for no effect and ±100 for the full control effect
#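 hKGA in 45 mM KH2PO4 pH 8.2, 0.02% Tween-20 with pin-transferred compounds; 1 mM L-glutamine (stock) plus glutamate oxidase/HRP/Amplex Red coupling added. Fluorescence read initially and after 30 min at RT.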
# RGS4 inh – human RGS4 inhibition | Transcreener GDP fluorescence polarization, RGS4-accelerated GTP hydrolysis | Potency, µM (doses to about 114 µM), inactives show at the highest dose activity change, negative = inhibition, most hits filed as inhibitors | AID 504845 | P49798 | 390,000 compounds, 0.039% hits; also: potency is read from the fitted curve at half-maximal effect; % is scaled to controls: 0 for no effect and ±100 for the full control effect; nearly all actives have a fitted effect of over 75% in size; some results filed as inactive show a strong effect at the top dose
#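 MLSMR compounds (23 nl, pin-transferred) preincubated 10 min at room temperature with a 500nM (2x) first reagent, then RGS4 at 900nM (2x) plus Transcreener GDP mix added; fluorescence polarization (620/688 nm) read before and after 90 min at 30 °C.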
# G9a inh – G9a (human) methyltransferase inhibition | Potency, µM (titrated, usually from 102 µM), inactives show top-dose activity, negative = inhibition, hits mostly inhibitors | Q96KQ7 | 350,000 compounds, 8.8% hits | G9a H3K9 monomethylation, AlphaScreen, 2 h | AID 504332; also: potency is read from the fitted curve at half-maximal effect; % is scaled to controls: 0 for no effect and ±100 for the full control effect; nearly all actives have a fitted effect of over 75% in size
#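 Using a bead-based AlphaScreen, monomethylated H3K9 product from 2 h room-temperature reactions (G9a 20 nM, peptide 500 nM, SAM 20 uM) was detected with 0.5 ug/mL rabbit anti-H3K9me1 antibody.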
# An asterisk follows results filed as active; ? = inconclusive; · = no result given; & = joins results of further samples; [ ] = another dose, or the depositor's remark. Unless noted, calls follow the shape of the dose curve; as a rule, active = well fitted curve in the direction sought with a large enough effect; inconclusive = small, poorly fitted or top-dose-only effect, or another doubt; inactive = no such curve, though single readings can be large; an effect the other way counts as inactive or inconclusive. An excerpt, so the mix of outcomes need not match the whole.
1. COc1ccc(-n2c(=O)[nH]c3cc(C(=O)NCCc4ccc(OC)c(OC)c4)ccc3c2=O)c(OC)c1
2. COC(=O)Cc1ccc(NC(=S)NCCSc2ccc(C)cc2)cc1
3. COc1ccc(NC(=O)CN(C)C(=O)CSCC(=O)Nc2ccc(C)cc2)cc1
4. O=C(CNC(=O)c1cccs1)N=Nc1c(O)[nH]c2ccc(Br)cc12
5. Cn1c(=O)c2c(-c3cccc(Br)c3)c(C#N)c(N)nc2n(C)c1=O
6. O=C(NC1CCCCCC1)C1CCN(C(=O)N2CCOc3ccccc32)CC1
7. CSCCC(NC(=O)c1ccco1)C(=O)NCCc1ccc(Cl)cc1 (stereo not drawn)
8. Cc1nn(C)c(C(=O)N2CCc3ccccc32)c1Cl
assay / compound,1,2,3,4,5,6,7,8
HP1b binding inh,22%,20%,40%,29%,6%,39%[activator],1%,43%[activator]
ERG Ets-DNA blk,5%,10%,·,-6%,2%,-5%,-5%,-1%
JMJD2A Tudor,4%,-29%,-9%,-17%,-13%,-5%,-21%,-1%
BAZ2B block,4%,?,25%,-24%,-17%,2%,·,3%
PI4K2A block,-5,-2,-8,6,3,-2,-3,0
12-LOX inh,8%,45µM*,-5%,-17%,0%,-7%,-9%,0%
GLS inhibitor,-8%,2%,0%,-7%,-19%,-3%,1%,-6%
RGS4 inh,4%,41%,-9%,19%,-12%,-13%,12%,-14%
G9a inh,-12%,?,?,5%,8%,6%[59 µM],·,-6%[59 µM]

9. c1ccc(Oc2cccc(OCCCn3cncn3)c2)cc1
10. Cc1ccc(NC2(C#N)C(=O)Nc3ccccc32)cc1 (stereo not drawn)
11. CCc1ccccc1NC(=O)CNC(=O)c1ccc(-n2cncn2)c([N+](=O)[O-])c1
12. O=C(NC(=S)Nc1nc2c(s1)CCCC2)c1ccccc1
13. CCc1ccc(CN2CCCC(CNC(=O)c3cccc(OC)c3OC)C2)cc1 (stereo not drawn)
14. CCc1nc(N2CCN(C(=O)CCl)CC2)c2c3c(sc2n1)CC(C)CC3 (stereo not drawn)
15. Nc1ccccc1C(=O)NC1CCCNC1=O (stereo not drawn)
16. O=C(C[C@H]1C/C=C\C[C@H](NC(=O)OCC2c3ccccc3-c3ccccc32)C(=O)O[C@H](c2ccccc2)CNC1=O)N[C@H](CO)Cc1ccccc1
assay / compound,9,10,11,12,13,14,15,16
HP1b binding inh,46%[activator],23%,4%,13%,22%,17%,34%,14%
ERG Ets-DNA blk,5%,5%,-2%,3%,-3%,7%,0%,1%
JMJD2A Tudor,-6%,-7%,-22%,-20%,-16%,-29%,-6%,-22%
BAZ2B block,11%,-4%,9%,4%,5%,-25%,·,·
PI4K2A block,1,9,0,1,12,16,-7,-2
12-LOX inh,0%[57.4 µM],0%,-9%,-7%,?,14%,6%,·
GLS inhibitor,3%,14%,6%,12%,2%,-1%,12%,3%
RGS4 inh,15%,0%,-14%,-2%,-6%,-44%,36%,1%
G9a inh,7%[12.7 µM],-26%[2.33 µM],1%,47%[59 µM],-6%[0.501 µM],79µM*,·,·

17. O=C(Nc1sc2c(c1C(=O)O)CCCCC2)c1ccco1
18. COc1ccc(CCNS(=O)(=O)c2c(C)nc3sc(C)cn3c2=O)cc1OC
19. CCOC(=O)c1c(NC(=O)c2ccc(OCC)c(Br)c2)sc2c1CCCC2
20. CCOC(=O)C1CCCN(c2c(N3CCC(N4CCCCC4)CC3)c(=O)c2=O)C1 (stereo not drawn)
21. Cc1nnc(N2CCCCC2)c2ccccc12
22. O=C(COC(=O)c1cc(=O)c2ccccc2o1)Nc1cc(Cl)ccc1Cl
23. OCCC1CN(Cc2ccc3nonc3c2)CCN1Cc1ccsc1 (stereo not drawn)
24. Cn1c(=O)cc(OCC(=O)N2CCC(N3CCCCC3)CC2)c2ccccc21
assay / compound,17,18,19,20,21,22,23,24
HP1b binding inh,9%,32%,35%,26%,18%,30%,18%,23%
ERG Ets-DNA blk,-6%,-5%,1%,0%,-2%,·,-10%,9%
JMJD2A Tudor,-33%,2%,2%,-3%,-11%,-6%,-11%,-11%
BAZ2B block,·,-9%,1%,-1%,3%,4%,-5%,-6%
PI4K2A block,0,-4,-1,4,-3,2,3,-6
12-LOX inh,0%&25%,-16%,-13%,-4%,6%,370%[activator],6%,22%
GLS inhibitor,-20%,-3%,-3%,5%,-5%,-2%,6%,0%
RGS4 inh,-15%,7%,1%,21%,-6%,-46%,20%,-8%
G9a inh,-36%[59 µM],-6%[59 µM],6%[59 µM],1%,-4%[12.7 µM],-7%[12.7 µM],7%,-11%

# Looked up above:
# CCc1ccccc1NC(=O)CNC(=O)c1ccc(-n2cncn2)c([N+](=O)[O-])c1 @ JMJD2A Tudor: -22%
# O=C(COC(=O)c1cc(=O)c2ccccc2o1)Nc1cc(Cl)ccc1Cl @ RGS4 inh: -46%

# (further entries)
25. Cc1ccc2sc(=O)[nH]c2c1
26. Cc1ccc2nc(C(F)C(F)(F)F)[nH]c2c1 (stereo not drawn)
27. CC1CCCC(NC(=S)NC(=O)c2ccco2)C1C (stereo not drawn)
28. O=[N+]([O-])c1ccc(S(=O)(=O)Nc2cccc(-c3ccc(N4CCOCC4)nn3)c2)cc1
29. COC(=O)C1CCCCN1C(=O)c1ccc2oc(Cc3ccccc3)nc2c1 (stereo not drawn)
30. NC(=O)CN(c1ccc(Oc2ccccc2)cc1)S(=O)(=O)c1ccccc1
31. O=C(NC1=NCCS1)C1CCN(S(=O)(=O)c2ccccc2C(F)(F)F)CC1
32. Cc1ccc(C(=O)N2CCCC(CCC(=O)NCc3ccccc3F)C2)cn1 (stereo not drawn)
assay / compound,25,26,27,28,29,30,31,32
HP1b binding inh,49%[activator],25%,26%,9%,22%,38%,35%,23%
ERG Ets-DNA blk,-3%,2%,-21%,-6%,-3%,-16%,-1%,3%
JMJD2A Tudor,-6%,-1%,-27%,-15%,-12%,-9%,-13%,0%
BAZ2B block,0%,-16%,·,-26%,-19%,3%,3%,?
PI4K2A block,0,-1,1,-4,-3,-1,2,-1
12-LOX inh,?,10%,32µM*,-9%,0%,3%,11%,-4%
GLS inhibitor,-2%,-1%,-4%,14%,9%,-4%,6%,-2%
RGS4 inh,-7%,3%,-24%,-49%,-10%,-33%,-2%,-6%
G9a inh,·,-4%,·,25µM*,3%,-1%,-52%[59 µM],16%

33. COc1ccccc1NC(=O)Nc1ccc(C(N)=O)cc1
34. Cc1ccc(S(=O)(=O)N2[C@@H](c3ccc(F)cc3)C(C(=O)O)=CC[C@H]2c2ccc(Cl)cc2)cc1
35. Cc1ccc(S(=O)(=O)N2CCN(CC(=O)N/N=C/c3ccccc3OCC(=O)O)CC2)cc1
36. Cc1ccc(CN2CCC(Oc3cccc(C(=O)N(C)CCN(C)C)c3)CC2)cc1C
37. O=C(Nc1sc2c(c1C(=O)O)CCCC2)c1cccc(Cl)c1
38. Cc1ccc(C)c(NC(=O)COC(=O)c2ccc3c(c2)OCO3)c1
39. COc1ccc(C(C)=O)cc1COC(=O)C1CC(=O)N(Cc2ccccc2)C1 (stereo not drawn)
40. CC(C)(C)c1nnc2sc(SCC(=O)N3CCCc4ccccc43)nn2c1=O
41. Cc1c(NC(=O)COc2cccc(Cl)c2Cl)c(=O)n(-c2ccccc2)n1C
42. COn1c(-c2ccccc2)nc2ccc(Cl)cc21
43. COc1ccc(-c2oc3ccc(N4CCOCC4)cc3c2/C=C/c2ccc(OC)c(OC)c2)cc1
assay / compound,33,34,35,36,37,38,39,40,41,42,43
HP1b binding inh,57%[activator],16%,14%,16%,-7%,39%,45%[activator],4%,12%,40%,26%
ERG Ets-DNA blk,4%,-5%,1%,-12%,15%,6%,2%,-5%,-4%,4%,2%
JMJD2A Tudor,-5%,-18%,40µM*,-16%,-25%,-3%,-4%,-22%,-4%,17%,-31%
BAZ2B block,-8%,5%,-14%,12%,-12%,-2%,-8%,-10%,16%,5%,?
PI4K2A block,0,0,-2,-1,-3,4,0,2,-3,2,-9
12-LOX inh,1%,?,2%,0%,32%[activator],-14%,-2%,0%,?,?,-5%
GLS inhibitor,-6%,30%[activator],10%,-1%,?,3%,1%,-10%,3%,2%,10%
RGS4 inh,1%,-16%,?,-18%,7%,-4%,-8%,-10%,-16%,22%,6%
G9a inh,10%,-2%[2.33 µM],·,10%[0.501 µM],-16%,5%,-7%,-28%[59 µM],23%[2.33 µM],·,50µM*

# Record cards (already shown). Order of values: HP1b binding inh | ERG Ets-DNA blk | JMJD2A Tudor | BAZ2B block | PI4K2A block | 12-LOX inh | GLS inhibitor | RGS4 inh | G9a inh
# Cc1ccc(S(=O)(=O)N2[C@@H](c3ccc(F)cc3)C(C(=O)O)=CC[C@H]2c2ccc(Cl)cc2)cc1 in the list: 16% | -5% | -18% | 5% | 0 | ? | 30%[activator] | -16% | -2%[2.33 µM]
# Cc1ccc(CN2CCC(Oc3cccc(C(=O)N(C)CCN(C)C)c3)CC2)cc1C in the list: 16% | -12% | -16% | 12% | -1 | 0% | -1% | -18% | 10%[0.501 µM]

# Screening results deposited in PubChem BioAssay by National Center for Advancing Translational Sciences (NCATS).
